Source: PubChem
CatB inh: inhibitors of human cathepsin B; P07858; purified cathepsin B, fluorogenic substrate, fluorescence; 63,000 tested, 0.1% active; inhibition, %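 (tested at 10 µM)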; AID 453; in the data active = inhibition above about 21%;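 also: 0% = enzyme with no compound and 100% = no enzyme blank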
Ec RNAP inh: inhibitors of Escherichia coli RNA polymerase. P0A8V2. E. coli RNA polymerase, fluorescence transcription assay. inhibition, %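 (tested at 10 µM)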. 62,000 tested, 0.2% active. AID 559; in the data active = inhibition above about 20%;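 also: 0% = enzyme without compound and 100% = no enzyme blank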
AP complement: orthogonal test for alternative complement pathway inhibitors; Human serum alternative complement pathway, LPS-coated ELISA, C3 deposition; tested in compound mixtures; inhibition, % at 5 µM; 62,000 tested, 0.08% active;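 active = inhibition above 30% in each of the two pooled mixtures holding the compound, so the lower value exceeds 30%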;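 also: 0% = serum in Mg-EGTA without compound and 100% = EDTA serum blank; some compounds past the cut are filed as inactive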
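Medium: diluted human serum in Mg2+-EGTA GVB++. Assay system: human serum complement alternative pathway, C3 deposition onto LPS. Also added: Plate-bound LPS. Technique: Anti-C3 ELISA, OD 450 nm. Measure: percent inhibition. Incubation: 1 h at 37 °C. Dosing: 5 µM each compound, pools of ten, 50 µM per pool.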
CatL block: inhibitors of human cathepsin L. P07711. purified cathepsin L, fluorogenic substrate, fluorescence. inhibition, %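 (tested at 10 µM)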. 58,000 tested, 0.17% active; in the data active = inhibition above about 45%;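 also: 0% = enzyme with no compound and 100% = no enzyme blank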
CatS inh: human cathepsin S inhibition | recombinant cathepsin S, AMC dipeptide fluorescence, pooled mixtures | inhibition, %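 (tested at 5 µM per compound within 10-compound mixtures)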 | 62,000 tested, 0.06% active | AID 501; in the data active = inhibition above about 32%, passing the limit was not always enough;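 also: 0% = enzyme without compound and 100% = blank without enzyme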
C1s inh: blocks human complement C1s protease activity | purified C1s, fluorogenic AMC substrate, pooled mixtures | AID 538 | 62,000 tested, 0.16% active | mean inhibition % of two 10-compound mixtures (stronger effect = higher value), % at 5 µM (by protocol) | P09871;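 active = inhibition above 20% in each of the two 10-compound mixture wells holding the compound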;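 also: 0% = enzyme wells lacking compound mixture and 100% = no-enzyme blank wells; some compounds called inactive have numbers as strong as hits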
Cathepsin G inh: cathepsin G (human) inhibition. 62,000 tested, 0.2% active. P08311. purified enzyme, AMC-tetrapeptide fluorescence, pooled mixtures. inhibition, % at 5 µM (by protocol);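 active = inhibition above 20% in each of the two mixture wells holding the compound; inactive = inhibition of 20% or less in either well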;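 also: 0% = enzyme control without mixture and 100% = blank lacking enzyme; strong numbers were not always called active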
FXIa inh mix: inhibitors of human coagulation factor XIa, pooled mixtures. P03951. purified FXIa, fluorogenic substrate. inhibition, % at 5 µM. 62,000 tested, 0.19% active; in the data active = inhibition above about 20%, passing the limit was not always enough;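 also: each value is inhibition by a whole ten-compound pool holding the compound; 0% = enzyme with no mixture and 100% = wells lacking enzyme; strong numbers were not always called active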
CatB mix inh: human cathepsin B inhibition by mixtures. P07858. 62,000 tested, 0.06% active. AID 488. inhibition, %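 (ten-compound pools at 5 µM per compound and 50 µM total)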. Purified cathepsin B, AMC dipeptide fluorescence, compound mixtures; in the data active = inhibition above about 22%, passing the limit was not always enough;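 also: 0% = enzyme without compound and 100% = no enzyme blank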
Numbers without * were called inactive; / = not tested or not shown. An excerpt (hit frequency here may not be typical).

structure	CatB inh	Ec RNAP inh	AP complement	CatL block	CatS inh	C1s inh	Cathepsin G inh	FXIa inh mix	CatB mix inh
CCOc1ccc(N(CC(=O)N2CC=C(c3ccccc3)CC2)S(=O)(=O)c2c(C)noc2C)cc1	4	9	-5	16	20	1	0	2	5
COc1ccc(-c2nnc(NC(=O)c3ccccc3C)o2)cc1	0	5	10	-2	0	11	9	7	4
O=C(CSc1nnc(-c2ccccc2Br)o1)N1CCN(C(=O)c2ccco2)CC1	2	3	-12	18	6	-21	-3	2	8
COc1ccc(NC(=O)CN2CCN(CC(=O)Nc3ccccc3F)CC2)cc1OC	3	2	20	11	-1	-3	7	0	3
COc1ccccc1NC(=O)N1CCC(C(=O)c2ccc(F)cc2)CC1	-1	7	0	-5	-4	9	11	7	0
CN(CC(=O)NCC1CCCO1)S(=O)(=O)c1cc(Cl)ccc1Cl (centres undefined)	-5	0	6	-8	4	3	1	11	5
O=C(Cn1c(=O)n(Cc2ccco2)c(=O)c2cc(Cl)ccc21)NCC1CCCO1 (centres undefined)	-6	-1	23	-5	-2	4	0	5	5
Cc1ccccc1C1CC(c2ccccc2OC(F)F)Nc2ncnn21 (centres undefined)	7	-7	5	5	3	-3	-1	9	1
CCOC(=O)c1ccccc1NC(=O)CSc1nnc(Cc2cccn2C)n1-c1ccc(C)cc1	-2	0	6	8	2	-13	-3	2	2
Cc1nc2ccccc2nc1OCC(=O)Nc1cc(C(F)(F)F)ccc1N1CCOCC1	4	10	4	9	10	0	-2	0	2
CCN1CCN(C(=O)Cn2ncc3c2-c2ccccc2OC3)CC1	0	-3	2	-4	-7	-8	-6	6	-2
Cc1ccc(Cl)c(OCC(=O)Nc2ccc3c(c2)OCCO3)c1	3	-9	-3	2	3	-25	-7	2	-4
O=c1cc(CSc2nnc(COc3ccccc3)o2)c2ccccc2[nH]1	9	11	-4	17	-7	15	11	7	4
COCCn1nnnc1C(c1cccs1)N1CCN(c2ccccc2)CC1 (centres undefined)	-4	9	0	-3	3	5	1	8	6
COCCNC(=O)CN(C(=O)CCC(=O)Nc1ccccn1)c1ccc(F)c(Cl)c1	3	7	-6	/	5	5	10	-4	-4
Cc1cc(Cl)ccc1OCC(=O)OC(C)C(=O)N(C)C (centres undefined)	1	5	20	-1	-9	-13	3	6	-3
CCC(C)(C)NC(=O)C(c1ccc(C)o1)N(Cc1cccs1)C(=O)Cn1nnc2ccccc21 (centres undefined)	4	12	5	2	0	16	11	9	3
O=C(CSc1nncc2ccccc12)N1CCOCC1	-2	-9	16	5	-16	-42	-6	-2	-6
O=C(NCCCO)c1nc2ccccc2s1	5	6	1	10	-7	1	8	1	-1
COC(=O)c1ccc(CNC(=O)CNc2cc(C(F)(F)F)ccc2N2CCOCC2)cc1	3	7	2	8	0	18	10	1	6
O=C1NC(c2ccco2)Nc2sc3c(c21)CCN(Cc1ccccc1)C3 (centres undefined)	-2	-3	20	/	6	-23	-2	-1	-1
COC(=O)/C=c1/sc2n(c1=O)CCN=2	3	4	12	/	6	4	6	0	-5
CSc1nc(N2CCOCC2)c2c(c1C#N)CCCCC2	-2	-5	12	4	-4	1	4	0	-1
Cc1ccc(C)n1-c1cc(S(=O)(=O)N2CCOCC2)ccc1N1CCCC1	6	8	-10	21	14	-10	1	4	1
O=C1CCCC(O)=C1C=Nc1ccc2c(c1)oc1ccccc12	0	1	11	-9	1	15	2	9	4
N=c1c2c3c(sc2nc2n1CCCCC2)CCCCC3	2	5	6	/	1	19	14	4	3
COC(=O)c1ccc(CN2C(=O)NC3(CCCc4ccccc43)C2=O)o1 (centres undefined)	6	-2	19	19	-1	-4	1	7	2
COc1ccccc1N/C(N)=N/c1nc(CSc2ccc(C)cc2)cc(=O)[nH]1	-6	4	11	-5	-2	1	0	0	2
COC(=O)c1ccc(CSc2nc3sc4c(c3c(=O)n2C)CCCC4)o1	-4	-5	10	-2	-23	-5	3	6	-1
Cn1c(-c2cccc(Br)c2)cnc1NCc1cccnc1	1	2	22	-5	-7	5	2	6	3
CCOc1cc(CN2CCSCC2)ccc1O	-3	7	1	-5	-4	1	-4	-3	1
COc1ccc(C2c3c(oc4ccccc4c3=O)C(=O)N2c2ccccn2)cc1OC (centres undefined)	12	3	22	0	8	11	7	9	7
COC(=O)c1ccccc1NC(=O)C1CCCN(S(=O)(=O)c2ccc(OC)cc2)C1 (centres undefined)	1	6	8	-5	0	14	10	3	4
COCCNC(=O)c1cc2sc3ccccc3c2s1	1	7	1	14	1	4	10	-2	1
COc1cccc(-c2cc(C(=O)N3CCc4ccccc4C3)no2)c1	6	10	11	27	5	4	12	-1	2
CCc1ccccc1N1CC(C(=O)O)CC1=O (centres undefined)	2	4	23	3	-5	22	8	9	3
Cc1nc2ccccc2c(=O)n1/N=C/c1ccccn1	2	2	11	-8	-6	-14	6	0	-4
Cc1ccc(NC(=O)CSc2nnc(NC(=O)CN3CCOCC3)s2)cc1	-3	5	17	0	-9	7	4	7	6
COc1ccc(OCCOC(=O)c2cccs2)cc1	-2	-5	12	7	-10	-16	-2	-1	-4
O=C(COc1ccc(OCc2ccccc2)cc1)NC1CCOC1=O (centres undefined)	5	/	17	6	-42	-222	-22	-34	-14
COc1ccc(C(=O)N2CCN(c3cccc(Cl)c3)CC2)c(OC)c1	2	0	17	5	-2	3	7	-4	1
CCNC(=O)NC1(C(=O)Nc2ccc3c(c2)CCC3)CCCCC1	3	10	-6	4	6	-25	5	0	3
O=C(O)c1ccccc1C(=O)N1CC=C(c2ccccc2)CC1	4	3	6	6	-3	2	6	7	-1
COc1cccc(C2=NOC(C(=O)N3CCN(C(=O)c4ccco4)CC3)C2)c1 (centres undefined)	1	11	21	21	2	14	9	26	0
Cc1cccc(N2CCN(C(c3cccs3)c3nnnn3C(C)(C)C)CC2)c1C (centres undefined)	-6	5	13	3	5	-15	-4	3	1
CC(C)Oc1ccc(/C(O)=C2/C(=O)C(=O)N(CCCN3CCOCC3)C2c2ccncc2)cc1 (centres undefined)	1	-3	20	/	9	-4	-4	13	0
Cc1cc(NC(=O)CSc2nccn2-c2ccc(Cl)cc2)no1	3	-7	-5	3	7	-6	-2	-1	1
COC(=O)C1=C(C)Nc2ccc(C)cc2S1	0	8	11	/	0	12	11	9	5
O=[n+]1c2c(n([O-])c3cc(F)c(N4CCCC4)cc31)CCC2	0	3	11	-4	-4	-28	-4	0	5
COc1ccc(CC(NC(C)=O)C(=O)NC2CCN(c3c4c(nc5ncnn35)CCC4)CC2)cc1 (centres undefined)	8	5	-16	20	29	-11	-8	-1	4
CCOC(=O)c1c(NC(=O)CN2CCCCC2)sc2c1CCCC2O (centres undefined)	4	1	1	7	17	0	-4	12	4
Cc1cc(-c2csc(NC(=O)c3ccc(=O)n(C)n3)n2)c(C)n1CC1CCCO1 (centres undefined)	1	12	2	24	21	2	3	11	10
C=CCN(C(=O)CNC(=O)c1ccco1)C(C(=O)NC1CCCCC1)c1ccccc1 (centres undefined)	3	10	-10	5	-8	-115	-5	-24	-13
CCOc1ccccc1C(=O)Nn1c(C2CCC2)nc2ccccc2c1=O	-1	8	6	7	-9	8	6	3	-4
CCC(Oc1ccccc1)C(=O)Nc1nc2ccccc2[nH]1 (centres undefined)	-6	-2	12	1	-1	-2	-2	3	3
OC(CCN1CCCCC1)(c1ccccc1)c1ccccc1	/	13	12	-13	8	15	14	4	6

Of the compounds above, these contain an aryl thioether with sulfur outside any ring:
structure	CatB inh	Ec RNAP inh	AP complement	CatL block	CatS inh	C1s inh	Cathepsin G inh	FXIa inh mix	CatB mix inh
O=C(CSc1nnc(-c2ccccc2Br)o1)N1CCN(C(=O)c2ccco2)CC1	2	3	-12	18	6	-21	-3	2	8
CCOC(=O)c1ccccc1NC(=O)CSc1nnc(Cc2cccn2C)n1-c1ccc(C)cc1	-2	0	6	8	2	-13	-3	2	2
O=c1cc(CSc2nnc(COc3ccccc3)o2)c2ccccc2[nH]1	9	11	-4	17	-7	15	11	7	4
O=C(CSc1nncc2ccccc12)N1CCOCC1	-2	-9	16	5	-16	-42	-6	-2	-6
CSc1nc(N2CCOCC2)c2c(c1C#N)CCCCC2	-2	-5	12	4	-4	1	4	0	-1
COc1ccccc1N/C(N)=N/c1nc(CSc2ccc(C)cc2)cc(=O)[nH]1	-6	4	11	-5	-2	1	0	0	2
COC(=O)c1ccc(CSc2nc3sc4c(c3c(=O)n2C)CCCC4)o1	-4	-5	10	-2	-23	-5	3	6	-1
Cc1ccc(NC(=O)CSc2nnc(NC(=O)CN3CCOCC3)s2)cc1	-3	5	17	0	-9	7	4	7	6
Cc1cc(NC(=O)CSc2nccn2-c2ccc(Cl)cc2)no1	3	-7	-5	3	7	-6	-2	-1	1
